Assay outcomes deposited in PubChem BioAssay by Broad Institute.
E-selectin induc: E-selectin induction in HUVECs, primary screen, imaging, HUVEC, immunofluorescence imaging, single point | P16581 | normalized: neutral wells 0, TNF-alpha wells 100 | activation, % at 7.58 µM | actives 0.37% (n = 260,000) | AID 686992, 2013;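 active = mean E-selectin-positive cell signal at least 10% of the positive control, reached in at least 60% of replicates, without over 20% cell loss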;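 note: in these data hits start at about 27%; measured in HUVEC primary endothelial cells; signal is the percent of cells scored E-selectin positive by PE staining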
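System: HUVEC, human umbilical vein endothelial cells; quantity: 3,000 cells/well; buffer or medium: EGM-2 medium, gelatin-coated wells; dosing: single-point compound dose; detection: immunofluorescence imaging; evaluation: % PE-positive cells; benchmarks: TNF-alpha, DMSO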
ERp5 block: inhibitors of ERp5-driven insulin aggregation, primary screen, biochemical, turbidity, absorbance 650 nm, single point; Protein disulfide-isomerase A6 (Homo sapiens), Q15084; 90 min; inhibition, % at 9.99 µM; actives 0.05% (n = 350,000);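 active = mean replicate inhibition above about 25%, with every replicate also reaching it, limit read from the data, passing the limit was not always enough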
RAD52 anneal inh: RAD52 DNA annealing inhibitors, primary screen, biochemical, FRET, single point, set 2; AID 651710, 2012; actives 0.46% (n = 360,000); recombinant RAD52 DNA annealing, FRET fluorescence; inhibition, % at 18.7 µM;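 active = every replicate showing at least 50% inhibition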
Target sequence (P43351 whole entry, looked up): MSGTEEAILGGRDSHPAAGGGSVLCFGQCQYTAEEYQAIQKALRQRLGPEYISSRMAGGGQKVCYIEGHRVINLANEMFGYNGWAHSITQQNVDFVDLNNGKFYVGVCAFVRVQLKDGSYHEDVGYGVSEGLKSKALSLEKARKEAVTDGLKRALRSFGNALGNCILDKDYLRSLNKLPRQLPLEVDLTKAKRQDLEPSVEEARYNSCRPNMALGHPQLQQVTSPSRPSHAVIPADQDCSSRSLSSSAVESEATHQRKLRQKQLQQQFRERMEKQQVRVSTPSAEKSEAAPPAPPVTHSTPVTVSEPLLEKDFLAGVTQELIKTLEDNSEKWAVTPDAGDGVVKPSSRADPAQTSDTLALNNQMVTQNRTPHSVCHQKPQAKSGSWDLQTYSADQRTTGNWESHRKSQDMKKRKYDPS
ARNT TACC3 PPI: disruptors of ARNT/TACC3 protein interaction, primary screen, biochemical, AlphaScreen, single concentration. Transforming acidic coiled-coil-containing protein 3 (Homo sapiens), Q9Y6A5. AlphaScreen His-ARNT PAS-B/GST-TACC3 binding, luminescence; TACC3 fragment carries E629A point mutation. inhibition, % at 9.99 µM. actives 0.66% (n = 390,000). AID 623870, 2012;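 active = mean inhibition of replicates at least 50% and at least half of replicates each reaching 50%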;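 note: 0% = complete ARNT plus TACC3 wells and 100% = ARNT alone without TACC3; many hits fall short of the cut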
RAD54 branch: inhibitors of human RAD54 branch migration, primary screen, biochemical, fluorescence, single point; RAD54 Holliday junction branch migration, FAM/BHQ fluorescence; AID 602329, 2012; inhibition, % at 10.4 µM; actives 0.14% (n = 360,000);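 active = mean normalized replicate activity at least 40 and at least half of replicates scoring 40 or more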;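 note: 0% = median of neutral control wells and 100% = median of positive control wells; inhibitors cause a drop in the FAM fluorescence signal; in these data hits start at about 50%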
esBAF inh: Bmi1 luciferase reporter increase in mESCs, primary screen, esBAF inhibitor project, mouse ES cells, Bmi1 luciferase knock-in, single point; 24 h; 100% = twice the neutral-well signal; reporter increase, % at 12.5 µM; actives 2% (n = 350,000); in the data active = activation above about 40%;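 note: 0% = median of the plate's neutral control wells and 100% = double that signal; a rise in the Bmi1 reporter signal indicates esBAF inhibition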
CASP6 VEID inh: human caspase-6 inhibitors, primary screen, biochemical, VEID-R110 fluorescence, single point, set 2. P55212. purified caspase-6, Z-VEID-R110 cleavage fluorescence. inhibition, % at 12.5 µM. actives 0.53% (n = 350,000);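 active = mean inhibition across replicates at least about 35%, with every replicate also reaching that limit, limit read from the data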;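 note: 0% = median of neutral control wells and 100% = no fluorescence left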
Target sequence (P55212 24-179 limits assumed): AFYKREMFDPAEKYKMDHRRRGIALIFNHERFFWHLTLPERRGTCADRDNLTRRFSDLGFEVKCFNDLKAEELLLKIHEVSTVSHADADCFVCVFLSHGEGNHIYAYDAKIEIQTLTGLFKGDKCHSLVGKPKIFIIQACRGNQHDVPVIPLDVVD
Target sequence (P55212 194-293 limits assumed): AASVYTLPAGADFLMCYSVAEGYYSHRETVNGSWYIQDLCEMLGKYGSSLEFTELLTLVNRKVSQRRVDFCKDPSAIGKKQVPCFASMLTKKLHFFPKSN
PglD DTNB: C. jejuni PglD acetyltransferase inhibitors, primary screen, biochemical, DTNB colorimetric, single point; purified PglD enzyme, DTNB colorimetric CoA detection; UDP-N-acetylbacillosamine N-acetyltransferase PglD (Campylobacter jejuni); AID 602405, 2012; actives 0.098% (n = 360,000); inhibition, % at 12.5 µM; in the data active = inhibition above about 16%, passing the limit was not always enough; note: strong numbers were not always called active
Numbers without * were called inactive; · = not tested or not shown. Random draw from the library; 3.2% or so of the library scored in one or more.

1) CCc1ccc(OCC2c3cc(OC)c(OC)cc3CCN2C(=S)NC)cc1 (centres undefined)
2) COc1cc2c(cc1NC(=O)CN1C(=O)NC3(CCc4ccccc43)C1=O)oc1ccccc12 (centres undefined)
3) COc1cccc(C(=O)Oc2ccc(N3C(=O)CCC3=O)c(C)c2)c1
4) COc1ccc(CN(C)C[C@H]2Oc3ccc(NC(=O)NC(C)C)cc3C(=O)N([C@H](C)CO)C[C@@H]2C)cc1
5) Cc1nc2cc(NC(=O)c3ccc(Cl)cc3)ccc2n1C
6) CCn1cc(/C=N/NC(=O)c2ccc(C#N)cc2F)c2ccccc21

assay / entry	1	2	3	4	5	6
E-selectin induc	0.2	·	0.5	-3.2	0.1	·
ERp5 block	4	·	-2	-3	-4	·
RAD52 anneal inh	-8	·	-3	-14	-5	·
ARNT TACC3 PPI	-4	-3	-20	2	-8	8
RAD54 branch	·	8	·	8	-4	16
esBAF inh	·	11	·	-2	-38	3
CASP6 VEID inh	9	·	10	1	0	·
PglD DTNB	·	0	·	3	-6	3

7) Cc1ccc(F)c(S(=O)(=O)NC(=O)C2(C)CCN2C(=O)C/C=C/c2ccccc2)c1 (centres undefined)
8) Cc1cccc(C(=O)N=C2SC3CS(=O)(=O)CC3N2c2ccccc2)c1 (centres undefined)
9) Cc1cc(-c2nnc(SCC(=O)Nc3ccc(Br)cc3F)n2N)n[nH]1
10) CCOC(=O)c1cc2sccc2n1CC(=O)C(C)(C)C
11) Cc1c(NC(=O)C(C)SC(=S)N2CCCC2)c(=O)n(-c2ccccc2)n1C (centres undefined)
12) Cc1cccc(NC(=O)C2CCN(C(=O)c3ccc(Cl)cc3)CC2)n1

assay / entry	7	8	9	10	11	12
E-selectin induc	1.1	·	·	-1.7	0.1	-0.3
ERp5 block	-7	-5	·	1	1	2
RAD52 anneal inh	-27	-8	-2	-1	-6	-15
ARNT TACC3 PPI	·	·	4	8	·	4
RAD54 branch	14	-4	-7	·	-2	-12
esBAF inh	-5	10	3	·	5	2
CASP6 VEID inh	1	2	4	-1	1	-3
PglD DTNB	1	-6	-2	·	3	-1

13) COc1cccc(CN2CC(C(=O)N3CCCC3)CCC2=O)c1 (centres undefined)
14) CC(C)(C)NC(=O)C[C@H]1C[C@H](C(=O)N2CCOCC2)[C@@]2(CCC3CCCC3)c3[nH]c4cc(-c5ccco5)ccc4c3CCN2C1=O
15) Cc1ccc(NC(=S)N(CCN(C)C)C(C)c2ccco2)cc1C (centres undefined)
16) COc1cc(Nc2ccn3nc(-c4ccc(F)cc4)cc3n2)cc(OC)c1OC
17) C[C@@H]1CN([C@@H](C)CO)C(=O)c2cc(NS(=O)(=O)c3cccs3)ccc2O[C@@H](C)CCCCO[C@H]1CN(C)S(=O)(=O)c1ccc(F)cc1
18) Cc1ccc(S(=O)(=O)Nc2ccc3c(c2)C(=O)N([C@H](C)CO)C[C@H](C)[C@H](CN(C)C(=O)C2CCCCC2)OCCCC[C@H](C)O3)cc1

assay / entry	13	14	15	16	17	18
E-selectin induc	·	·	·	0.6	-0.2	0.1
ERp5 block	3	·	·	-2	-2	0
RAD52 anneal inh	1	·	·	-11	-27	17
ARNT TACC3 PPI	2	-4	6	·	12	1
RAD54 branch	3	-10	-9	-4	6	-2
esBAF inh	-6	-4	6	37	0	5
CASP6 VEID inh	0	·	·	3	-1	0
PglD DTNB	0	-2	0	4	-1	1

19) CC(=O)c1c(C)[nH]c(C(=O)COC(=O)CCSc2ccccc2)c1C
20) CC(N)c1csc(Nc2ccc(C(=O)NCCO)cc2)n1 (centres undefined)
21) COc1cc(OC)c2ccc(=O)oc2c1C(CCN1CCCC1)c1ccc2c(c1)OCO2 (centres undefined)
22) CC1=C(C(=O)N(C)C)CC(CC(=O)NC2CCCCC2)C(=O)N1CCC1=CCCCC1 (centres undefined)
23) CC(=O)N(C(C)=O)c1cccc(N(Cc2ccccc2)Cc2ccccc2)c1
24) O=c1[nH][nH]c2c1[C@H](C1CCCC1)O[C@H](CCc1ccccc1)C2

assay / entry	19	20	21	22	23	24
E-selectin induc	·	-0.1	0.2	2.3	-2.6	-0.1
ERp5 block	1	7	-1	1	9	11
RAD52 anneal inh	-61	5	-2	-3	-16	-10
ARNT TACC3 PPI	-3	·	6	·	4	·
RAD54 branch	-6	8	12	4	-4	·
esBAF inh	1	1	-8	70*	-2	·
CASP6 VEID inh	-2	-4	-8	0	3	2
PglD DTNB	0	-1	-5	4	-6	·

25) CC(C)NC(=O)Nc1ccc2c(c1)C(=O)N([C@H](C)CO)C[C@H](C)[C@@H](CN(C)S(=O)(=O)c1ccc(F)cc1)OCCCC[C@H](C)O2
26) Cc1ccc(O)c(/C=N/NC(=O)COc2ccc3c(C)cc(=O)oc3c2)c1
27) Cc1nnc2ccc(-c3cccc(NS(=O)(=O)c4ccccc4Cl)c3)nn12
28) O=C(O)Cn1nc(-c2ccc(F)cc2)oc1=O
29) OC(CN1CCN(c2ncc(C(F)(F)F)cc2Cl)CC1)c1ccccc1 (centres undefined)
30) O=C(CSc1nnc(CNC(=O)c2c(F)cccc2Cl)o1)NCCc1ccccc1

assay / entry	25	26	27	28	29	30
E-selectin induc	-0.1	·	-0.4	·	2.6	·
ERp5 block	-3	-6	2	·	2	4
RAD52 anneal inh	2	-13	-7	·	-2	-5
ARNT TACC3 PPI	-7	·	-4	-1	6	-2
RAD54 branch	1	-3	7	0	11	-13
esBAF inh	-1	2	3	-11	-9	-2
CASP6 VEID inh	1	·	-3	·	2	-1
PglD DTNB	-1	-2	-1	-5	2	2

31) Cc1cc(SCc2ccc(Br)cc2)nc(=O)[nH]1
32) Cc1nc(Nc2ccccc2)sc1C
33) Cn1nc(C(=O)Nc2ccc(-n3cnnn3)cc2)c2ccccc2c1=O
34) CCOc1ccc(NS(=O)(=O)c2ccc(NC(=O)C3CCCO3)cc2)cc1 (centres undefined)
35) Cc1[nH]n(S(=O)(=O)Cc2ccccc2)c(=O)c1N=Nc1ccccc1Cl
36) CCN1C(=NCc2ccco2)N[C@@H](c2cccc(C(F)(F)F)c2)C(C(=O)OC)=C1C

assay / entry	31	32	33	34	35	36
E-selectin induc	·	0.3	0.1	·	·	-0.1
ERp5 block	1	2	-13	·	9	6
RAD52 anneal inh	-17	-13	-10	·	-7	-3
ARNT TACC3 PPI	-3	3	-9	1	-13	7
RAD54 branch	-5	-4	-1	12	-11	1
esBAF inh	16	14	-9	2	-5	-2
CASP6 VEID inh	-2	1	-7	·	3	1
PglD DTNB	-3	6	-2	4	5	1

37) CC(C)c1ccc(N(C(=O)c2cc3ccccc3oc2=O)C2C=CS(=O)(=O)C2)cc1 (centres undefined)
38) COc1ccc(CCNC(=O)CCOc2cc(C)ccc2C)cc1OC
39) CNC[C@H]1Oc2ccc(NS(=O)(=O)c3cn(C)cn3)cc2CC(=O)N([C@H](C)CO)C[C@H]1C
40) CC(C)(C)N(Cc1ccc2c(c1)OCO2)C(=O)/C=C\S(=O)c1ccccc1 (centres undefined)
41) CCCOc1ccc(C2NC(=O)NC2=O)cc1 (centres undefined)
42) CCN(CC)C(=O)C(Sc1nnnn1-c1ccc(O)cc1)c1ccccc1 (centres undefined)

assay / entry	37	38	39	40	41	42
E-selectin induc	-0.2	0.3	0.1	-0.2	·	·
ERp5 block	2	4	7	-7	·	0
RAD52 anneal inh	-12	-7	-11	-17	·	-18
ARNT TACC3 PPI	-6	-11	3	0	-3	1
RAD54 branch	·	-6	6	·	-12	-8
esBAF inh	·	-4	0	·	1	7
CASP6 VEID inh	4	1	-1	6	·	0
PglD DTNB	·	1	-12	·	2	-3

Limited to PglD DTNB and RAD52 anneal inh, for 5 of the compounds above:
#	smiles	PglD DTNB	RAD52 anneal inh
14	CC(C)(C)NC(=O)C[C@H]1C[C@H](C(=O)N2CCOCC2)[C@@]2(CCC3CCCC3)c3[nH]c4cc(-c5ccco5)ccc4c3CCN2C1=O	-2	·
3	COc1cccc(C(=O)Oc2ccc(N3C(=O)CCC3=O)c(C)c2)c1	·	-3
39	CNC[C@H]1Oc2ccc(NS(=O)(=O)c3cn(C)cn3)cc2CC(=O)N([C@H](C)CO)C[C@H]1C	-12	-11
38	COc1ccc(CCNC(=O)CCOc2cc(C)ccc2C)cc1OC	1	-7
25	CC(C)NC(=O)Nc1ccc2c(c1)C(=O)N([C@H](C)CO)C[C@H](C)[C@@H](CN(C)S(=O)(=O)c1ccc(F)cc1)OCCCC[C@H](C)O2	-1	2

Remaining list, next part:
43) O=c1cnnc(N/N=C/c2ccc3c(c2)OCO3)[nH]1
44) COc1ccc(CN2[C@H](CO)[C@@H]3c4ccccc4N(C(=O)C4CC4)C[C@@H]32)cc1
45) O=C(C[C@H]1C[C@H]2c3cc(NC(=O)c4cccnc4)ccc3O[C@H]2[C@@H](CO)O1)NCc1cccnc1
46) COc1ccc(NC(=O)COc2ccc(/C=N/n3c(C)nnc3C)cc2OC)cc1
47) O=C(C[C@H]1CC[C@H](NC(=O)CC2CC2)[C@@H](CO)O1)NCc1ccccc1
48) COC(=O)[C@H]1C[C@@]2(O)CN(S(=O)(=O)c3ccc(C)cc3)C[C@@]2(OC(=O)NCc2ccc(OC)c(OC)c2)C[C@H]1C(=O)OC

assay / entry	43	44	45	46	47	48
E-selectin induc	-0.5	-0.1	0.2	·	-0.1	·
ERp5 block	-2	6	-10	5	-6	1
RAD52 anneal inh	-8	-2	-7	15	12	0
ARNT TACC3 PPI	15	-7	-3	-3	·	·
RAD54 branch	4	-7	1	-16	·	2
esBAF inh	2	-4	1	8	·	-1
CASP6 VEID inh	0	1	-2	1	1	3
PglD DTNB	-9	2	-2	-7	·	3

49) CSc1ccccc1C(=O)Nc1ccc(S(=O)(=O)NC2=NCCCCC2)cc1
50) C[C@@H]1CN([C@H](C)CO)S(=O)(=O)c2ccc(C#Cc3cccc(F)c3)cc2O[C@@H]1CN(C)S(=O)(=O)c1ccccc1F
51) Cc1cccc2cc(CN(Cc3cccnc3)C(=O)c3ccccc3F)c(Cl)nc12
52) CCn1c(SCC(=O)Nc2ccc(NC(=O)c3cccs3)cc2)nnc1-c1cccnc1
53) CCN(CC)S(=O)(=O)c1cc(NS(=O)(=O)c2cc(Cl)ccc2Cl)ccc1C
54) Cc1ccc(S(=O)(=O)NN/C(=N/S(=O)(=O)c2ccccc2)c2ccccc2)cc1

assay / entry	49	50	51	52	53	54
E-selectin induc	-0.5	-0.9	·	·	·	·
ERp5 block	4	6	·	·	-2	2
RAD52 anneal inh	-10	13	·	·	-33	-20
ARNT TACC3 PPI	5	8	1	-1	7	2
RAD54 branch	-6	6	10	2	5	-6
esBAF inh	6	4	10	-7	·	-8
CASP6 VEID inh	0	0	·	·	13	-1
PglD DTNB	4	-1	-3	-1	4	4

55) CCN1CCN(C(=O)N(Cc2ccc(Cl)cc2)S(=O)(=O)c2ccc(C)cc2)CC1
56) CC=Cc1ccc2n(c1=O)C[C@@H]1[C@@H](CO)[C@H](C(=O)NCCC)N(C(=O)c3cccnc3)[C@H]21 (mixture of isomers)
57) O=C(C[C@@H]1CC[C@H]2[C@@H](COC[C@H](O)CN2S(=O)(=O)c2ccc(Oc3ccccc3)cc2)O1)Nc1ccccc1
58) O=C(Nc1cccc2ncccc12)C(c1ccccc1)c1ccccc1

assay / entry	55	56	57	58
E-selectin induc	-1.0	0.0	0.3	·
ERp5 block	-6	1	-8	9
RAD52 anneal inh	-13	-4	-4	-8
ARNT TACC3 PPI	-1	·	9	-2
RAD54 branch	-8	·	0	·
esBAF inh	1	·	8	·
CASP6 VEID inh	-1	1	-4	0
PglD DTNB	-2	·	0	·
